# M18AAP inhibitor: PfM18AAP enzyme inhibition; recombinant PfM18AAP, H-Glu-NHMec fluorogenic cleavage; inhibition, % at 7.35 µM; 290,000 tested, 1.2% active; AID 1822;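 active = inhibition above the campaign mean inhibition over all tested compounds plus 3 SD, cut at about 28% in these data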;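 also: 0% = plate median of test compound wells and 100% = 2 mM ZnCl2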
# MEKK2mut PB1 HTS: signal of MEK5 binding to mutant human MEKK2 PB1 domain | percent response, % at 10 µM | bead flow cytometry, Alexa488-MEK5 binding to MEKK2 mutant | 290,000 tested, 0.35% active; in the data active = percent response above about 24%, passing the limit was not always enough; also: inactives centre near 1; some results filed as inactive read as strong as hits; reference of the scale not given here
# MEKK3 PB1 HTS: MEKK3-MEK5 PB1 interaction, increase or decrease | bead-based flow cytometry, Alexa488-MEK5 binding to MEKK3; actives lie on both sides; 0 = blocked by unlabeled MEK5, 100 = vehicle | Q99759 | 290,000 tested, 1.4% active | AID 1529 | binding response (% of control), % at 10 µM;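 active = binding response more than 3 SD above or below the average of its plate-row segment, actives on both sides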;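 also: Alexa488 bead fluorescence after subtracting the streptavidin-only scavenger bead signal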
# PHOSPHO1 block: PHOSPHO1 (human) inhibition. Q8TCT1. inhibition, % at 13.3 µM. recombinant PHOSPHO1, absorbance phosphatase assay. AID 1565. 290,000 tested, 1.1% active; in the data active = inhibition above about 60%
# Target sequence (Q8TCT1 whole entry, looked up): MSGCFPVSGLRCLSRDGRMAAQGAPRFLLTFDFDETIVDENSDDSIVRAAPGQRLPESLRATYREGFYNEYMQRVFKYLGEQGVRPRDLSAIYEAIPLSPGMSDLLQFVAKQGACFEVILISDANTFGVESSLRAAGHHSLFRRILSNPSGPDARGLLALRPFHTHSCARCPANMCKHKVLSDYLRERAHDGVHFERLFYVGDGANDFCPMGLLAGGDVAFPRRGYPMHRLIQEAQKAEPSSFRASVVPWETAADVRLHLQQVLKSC
# OXTR ag: activates the human oxytocin receptor; P30559; CHO-OTR cells, Fluo-8 calcium fluorescence; normalized: DMSO 0%, oxytocin 100%; activation, % at 3 µM; 320,000 tested, 0.32% active; AID 2435;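 active = activation above the mean of all tested compounds plus 3 SD, cutoff set per screening run, cut at about 20% in these data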;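 also: peak over basal fluorescence ratio from a 100 s FLIPR kinetic read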
# Target sequence (P30559 whole entry, looked up): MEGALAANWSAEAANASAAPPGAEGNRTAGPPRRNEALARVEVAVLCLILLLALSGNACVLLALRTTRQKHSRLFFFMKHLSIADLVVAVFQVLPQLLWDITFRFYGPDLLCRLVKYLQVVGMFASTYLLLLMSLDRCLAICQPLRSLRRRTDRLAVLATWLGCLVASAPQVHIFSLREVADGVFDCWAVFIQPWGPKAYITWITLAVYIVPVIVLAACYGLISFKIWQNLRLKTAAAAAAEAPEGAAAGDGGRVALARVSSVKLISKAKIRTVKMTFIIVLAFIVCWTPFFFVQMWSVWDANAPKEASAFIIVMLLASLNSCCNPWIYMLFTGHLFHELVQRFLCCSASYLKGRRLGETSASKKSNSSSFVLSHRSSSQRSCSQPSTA
# MEKK2wt PB1 HTS: raises or lowers MEK5 binding to wildtype human MEKK2 PB1 domain; Q9Y2U5; bead flow cytometry, Alexa488-MEK5 binding to MEKK2 WT; actives lie on both sides; binding response (% of control), % at 10 µM; 290,000 tested, 1.1% active; in the data active = binding response below about 67% or above about 130%
# DNA FID counter: displaces DNA intercalator in HCV helicase counter-screen. DNA fluorescent intercalator displacement, fluorescence. inhibition, % at 7.9 µM. 290,000 tested, 0.17% active. AID 1845; in the data active = inhibition above about 37%;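 also: 0% = vehicle and 100% = reference compound; higher means more ethidium bromide displaced from hairpin DNA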
# NALP1 yeast inh: NALP1 inhibition. S. cerevisiae NALP1/ASC/caspase-1 growth, X-gal OD620, 72 h. inhibition, % at 10 µM. 280,000 tested, 0.61% active; in the data active = inhibition mostly above about 24%, no sharp cut-off; inactive = mostly below about 32%; also: some compounds called inactive have numbers as strong as hits
# GPR7 antagonist: human neuropeptides B/W receptor 1 antagonism. 290,000 tested, 1.1% active. GPR7-expressing cells, fluorescence antagonist assay. P48145. inhibition, % at 4.4 µM; in the data active = inhibition above about 16%, passing the limit was not always enough;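 also: cells stimulated with the agonist NPW; 0% = agonist with vehicle and 100% = vehicle without agonist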
# Target sequence (P48145 whole entry, looked up): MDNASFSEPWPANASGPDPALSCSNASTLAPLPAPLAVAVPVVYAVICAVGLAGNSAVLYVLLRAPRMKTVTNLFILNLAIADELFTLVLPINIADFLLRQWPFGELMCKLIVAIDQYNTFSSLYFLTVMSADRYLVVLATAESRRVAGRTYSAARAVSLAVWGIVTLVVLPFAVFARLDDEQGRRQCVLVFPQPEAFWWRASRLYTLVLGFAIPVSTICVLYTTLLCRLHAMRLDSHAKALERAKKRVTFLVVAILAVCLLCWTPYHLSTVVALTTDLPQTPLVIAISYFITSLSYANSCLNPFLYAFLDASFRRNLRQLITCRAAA
# The depositor's hits bear a star; . = not tested or not shown. Hits appear at their usual frequency; any-hit rate near 6.2%.
SMILES,M18AAP inhibitor,MEKK2mut PB1 HTS,MEKK3 PB1 HTS,PHOSPHO1 block,OXTR ag,MEKK2wt PB1 HTS,DNA FID counter,NALP1 yeast inh,GPR7 antagonist
COC(=O)C(C)(C(=O)OC)c1ccccc1[N+](=O)[O-],-13.6,6.0,102.0,16.2,-0.6,106.0,0.4,9.4,-1.8
O=C(CSc1nnnn1C1CCCCC1)N1CCc2ccccc21,-10.0,2.0,100.0,19.9,-0.3,100.0,-3.4,1.1,-0.3
CC(=O)c1ccc2c(c1)OCCOCCOCCOCCO2,-2.2,3.0,103.0,10.6,1.0,98.0,-4.0,-4.1,-2.2
c1cnc2ccc(C(c3nnnn3C3CCCC3)N3CCN4CCCC4C3)cc2c1 (stereo not given),3.1,-2.0,99.0,30.5,-0.1,100.0,1.6,7.0,-11.0
CC1(C)Oc2ccc3ccc(=O)oc3c2/C(=N/O)C1=O,-8.4,-1.0,99.0,50.4,-0.3,100.0,-4.1,11.9,12.3
N#CCSc1nc(-c2ccccc2)cs1,0.1,9.0,105.0,33.4,-2.0,103.0,-2.4,11.1,-0.5
CCNC(=S)N/N=C(\C)c1ccc2ccccc2c1,-2.8,-2.0,99.0,15.0,-2.3,95.0,-10.0,7.4,-7.9
Cc1ccc(-c2csc(Nc3ccc(C(=O)O)cc3)[n+]2Cc2ccccc2)cc1,2.1,0.0,100.0,61.8*,-1.0,102.0,-3.0,8.4,-15.1
O=C(NCC(=O)N1CCCCC1)c1ccc(Cl)cc1Cl,-5.5,8.0,100.0,-5.3,-1.5,101.0,-4.3,-5.7,4.0
COC(=O)C1C(=O)NCC1c1ccc(OC)cc1 (stereo not given),-2.5,5.0,103.0,-43.0,1.0,108.0,-0.4,9.1,-3.8
COC(=O)[C@@H](Cc1ccccc1)NC(=O)NCCc1c[nH]c2ccccc12,-6.8,5.0,105.0,11.4,2.6,105.0,-15.1,15.8,-6.5
CSCC[C@H](NS(=O)(=O)c1ccc(C(C)=O)cc1)c1nnc2ccccn12,7.4,-2.0,99.0,18.1,-0.1,100.0,-4.3,7.6,-8.8
Cc1nc(NCc2ccccc2)[nH]c(=O)c1CCC(C)C,-6.2,-5.0,64.0,-44.6,-1.6,71.0,-15.4,17.7,-6.3
CC1=C(C(=O)Nc2cc(C(=O)N3CCN(c4cccc(C)c4C)CC3)ccc2C)SCCO1,-9.5,1.0,106.0,15.4,6.1,102.0,-60.7,8.2,-7.1
COc1ccc2c(c1)c1ncn(Cc3ccc(F)cc3)c(=O)c1n2C,-3.3,-12.0,91.0,21.9,-2.4,91.0,-8.9,.,-2.5
O=S(=O)(NCc1cc(-c2ccc(Cl)cc2)no1)c1ccccc1,3.3,4.0,119.0,-136.8,2.0,119.0,-6.7,10.5,-4.4
O=C(NCc1ccccc1)c1nnc(CS(=O)(=O)c2ccccc2)o1,-9.2,3.0,99.0,20.2,-0.1,98.0,-6.2,0.5,4.3
O=C(O)CCCc1nc(-c2ccc(Cl)cc2)no1,-15.3,1.0,101.0,10.4,2.4,98.0,-2.2,6.7,-0.1
CC(=O)Oc1ccccc1N(C(C)=O)S(=O)(=O)c1ccc2ccccc2c1,-1.0,-13.0,93.0,5.8,-1.9,91.0,-15.1,-5.8,-6.3
O=C(NCCc1ccccc1)c1ccc(CS(=O)(=O)Cc2ccccc2F)o1,-11.8,6.0,111.0,17.4,1.4,110.0,-23.6,-13.0,-5.0
Cc1ccc(C(c2sc3nc(C)nn3c2O)N2CCN(c3ccc(F)cc3)CC2)cc1 (stereo not given),8.4,1.0,101.0,20.8,-1.1,99.0,-3.9,-1.4,1.5
O=c1[nH]nc(Cc2ccc([N+](=O)[O-])cc2)c2ccccc12,-2.8,2.0,101.0,29.2,1.5,99.0,-2.7,10.5,-12.3
CCn1c(C)c(C)c2cc(C(=O)NCCCN3CCCC3)ccc21,2.1,14.0,104.0,11.9,0.7,144.0*,-4.6,9.0,-7.7
O=C(NCc1ccc2c(c1)OCO2)c1ccc(CSCc2ccccc2Cl)o1,-1.9,-1.0,106.0,6.6,0.7,98.0,-13.0,28.9,5.2
Cn1c(N/N=C2\CCCc3ccccc32)nc2c1c(=O)n(Cc1ccccc1)c(=O)n2C,1.9,10.0,104.0,3.5,-0.4,114.0,-5.0,33.3,-10.8
COC(=O)[C@@H](NC(=O)Nc1ccc2c(c1)OCCO2)C(C)C,0.6,15.0,104.0,-7.5,0.2,106.0,-0.5,11.6,-3.6
COc1ccccc1N1CCN(/N=C\c2sccc2C)CC1,-7.5,-1.0,97.0,-19.5,10.2,97.0,-14.5,-4.0,-20.2
CC(=O)C1=C(O)C(=O)N(c2ccccn2)C1c1cccc(F)c1 (stereo not given),5.3,10.0,102.0,32.6,1.1,102.0,2.4,4.0,-0.7
CCOc1ccccc1C(=O)Nc1nn[nH]n1,-11.3,0.0,105.0,37.8,0.8,100.0,2.9,1.3,-2.6
CCC1CCC(C(=O)NNC(=O)c2cc(-c3ccco3)[nH]n2)CC1 (stereo not given),8.1,-7.0,90.0,10.8,0.0,93.0,-15.5,6.6,-15.1
CCc1ccc(-c2nc(SCC(=O)N(CCOC)c3c(N)n(Cc4ccccc4)c(=O)[nH]c3=O)n[nH]2)cc1,4.1,7.0,102.0,42.6,0.2,103.0,-45.9,0.2,-16.5
COc1ccc(/C(C)=C2/SC(=S)N(CCC(=O)O)C2=O)cc1,6.4,-8.0,97.0,6.1,0.8,100.0,-18.3,-9.4,-1.6
O=c1cc(CSc2nnc(C3CC3)n2Cc2ccccc2)nc2sccn12,-2.9,-9.0,79.0,4.2,-0.6,85.0,-8.7,-1.0,-1.4
O=C(Nn1c(-c2ccccc2)nc2ccccc2c1=O)c1ccc([N+](=O)[O-])cc1,-0.3,-5.0,85.0,0.6,-1.2,84.0,16.5,22.0,6.4
CCOc1cc(C#N)c(NC(=O)CSc2nnnn2-c2ccc(OC)cc2)cc1OCC,8.8,0.0,103.0,6.3,-1.7,104.0,-9.3,-10.9,-19.1
NC(=O)CSc1nnnn1-c1ccc2c(c1)OCCO2,-6.9,3.0,104.0,-9.2,-0.4,105.0,-0.9,-5.4,-5.1
COCCn1c(SCC(=O)Nc2ccc(S(=O)(=O)N(C)C)cc2)nc2ccccc21,8.8,0.0,102.0,10.7,-0.7,101.0,-15.1,37.6*,2.4
O=C(CCc1nnc2ccc(N3CCCCC3)nn12)NCc1ccco1,6.8,5.0,98.0,34.4,-2.7,97.0,-16.9,7.7,0.2
CNC(=S)N/N=C/c1cn(CCOc2cccc(OC)c2)c2ccccc12,3.4,-1.0,97.0,-4.6,1.2,99.0,-9.4,8.9,-1.8
O/N=C1\CCCc2oc3c(c21)CCCC3,-2.4,0.0,107.0,20.7,-2.0,103.0,-0.3,18.3,-6.3
CCOC(=O)c1[nH]nc2c1C(=O)N(CC)C2=O,10.6,7.0,108.0,4.6,-1.6,107.0,2.3,6.1,-1.2
Cc1cc(C(=O)NC2CC(C)(C)Cc3c2cnn3-c2cccc(F)c2)nn1C (stereo not given),2.5,5.0,101.0,32.2,-0.5,105.0,-38.0,-8.7,-8.8
Cc1cc(C)n(C2CC(=O)N(c3ccc(C)c(Cl)c3)C2=O)n1 (stereo not given),3.6,-15.0,88.0,31.8,0.6,87.0,-10.3,12.3,-7.3
CCOC(=O)c1sc(-n2[nH]c(C)cc2=O)nc1C,3.8,2.0,102.0,28.8,0.4,99.0,-14.7,-11.8,-2.5
O=C(c1ccc2[nH]c3c(c2c1)CCCC3)N1CCN(c2ccc(F)cc2)CC1,0.1,-1.0,100.0,-22.6,4.1,103.0,-28.1,34.6,9.2
CCCCCN(C(=O)NC(=O)Nc1ccccc1OC)S(C)(=O)=O,2.4,1.0,101.0,-7.4,1.0,99.0,-1.0,3.9,-10.7
CCOc1cc(C(=S)N2CCCCC2)ccc1OS(=O)(=O)c1ccc(Cl)cc1,-2.7,0.0,108.0,-6.8,0.0,102.0,-16.1,-12.5,3.6
COc1ccc(S(=O)(=O)N2CCC(C(=O)OCC(=O)c3ccccc3)CC2)cc1[N+](=O)[O-],0.1,-1.0,100.0,-21.3,0.4,103.0,4.5,19.1,-4.6
Cc1cc(N2CCOCC2)c2c(N)c(Br)cc(C)c2n1,15.0,16.0,114.0,0.9,-1.6,116.0,12.7,23.1,-6.3
CC(=O)NNS(=O)(=O)c1scc(S(=O)(=O)c2ccc(Cl)cc2)c1C,3.4,11.0,108.0,.,1.7,110.0,-6.1,2.8,-10.8
CCOc1ccc(C(=O)Nc2nnc(C(C)C)s2)cc1OCC,-12.8,3.0,101.0,56.8,-0.7,102.0,-3.0,-1.7,4.7
Cc1ccc(/C=N\NC(=O)c2ccc(Cn3cc(Br)c([N+](=O)[O-])n3)o2)o1,-4.1,-6.0,94.0,32.2,-1.0,97.0,1.2,7.1,-0.8
CC(C)(C)c1ccc(Cn2nnc3c(=O)[nH]c(C4CCN(C(=O)Cc5cccs5)CC4)nc32)cc1,-0.6,-5.0,99.0,14.7,-0.8,94.0,-30.5,-5.5,-17.1
COC(=O)c1ccsc1NC(=O)c1cccc(OC)c1,-3.4,-1.0,101.0,47.1,-2.1,98.0,-5.9,-7.4,-4.8
CCOC(=O)C1=C(COC(=O)CNC(=O)c2ccc(C)cc2)NC(=O)NC1C (stereo not given),-0.4,4.0,97.0,-14.9,-0.2,97.0,-13.6,6.2,-9.9
Cc1c(Cl)cccc1NC(=O)N1CCCN(c2nc(-c3ccccc3)ns2)CC1,1.7,0.0,102.0,46.5,6.0,97.0,-24.4,11.0,12.0
C/C(=N/NC(=O)c1ccc(C)nc1)c1ccc2c(c1)CCCC2,-6.4,8.0,107.0,-17.1,0.6,105.0,-3.4,-2.4,-11.8
CCC1Oc2ccc(C)cc2N(CC(=O)N2CCCC2)C1=O (stereo not given),-0.7,1.0,103.0,34.0,-1.0,104.0,-19.2,18.7,-5.0
CCCS(=O)(=O)c1nc(S(=O)(=O)c2ccc(C)cc2)c(NCCCN2CCCC2=O)s1,-3.5,4.0,101.0,54.7,-2.5,102.0,-47.1,9.6,-3.9
CC1(C(=O)O)COC(c2ccc([N+](=O)[O-])cc2)OC1 (stereo not given),-2.2,3.0,98.0,0.3,0.3,102.0,0.6,16.6,4.5
CCCC(=O)N1CCN(c2ccc(NC(=O)c3cc4ccccc4o3)cc2Cl)CC1,-0.4,-7.0,91.0,13.2,4.9,94.0,-17.1,6.5,-14.8
NNC(=O)/C(=N/Nc1ccccc1)S(=O)(=O)c1ccc(Cl)cc1,-2.5,-3.0,95.0,2.3,-0.9,93.0,-4.5,26.1,-13.0
Cc1cc(NC(=O)CN2CCCCC2C)nc2c1c(=O)oc1ccccc12 (stereo not given),1.1,-1.0,97.0,27.7,0.4,96.0,-2.9,25.6,-17.6

# Random excerpt: three records from the list, in no set order.
SMILES,M18AAP inhibitor,MEKK2mut PB1 HTS,MEKK3 PB1 HTS,PHOSPHO1 block,OXTR ag,MEKK2wt PB1 HTS,DNA FID counter,NALP1 yeast inh,GPR7 antagonist
CC(C)(C)c1ccc(Cn2nnc3c(=O)[nH]c(C4CCN(C(=O)Cc5cccs5)CC4)nc32)cc1,-0.6,-5.0,99.0,14.7,-0.8,94.0,-30.5,-5.5,-17.1
O=C(Nn1c(-c2ccccc2)nc2ccccc2c1=O)c1ccc([N+](=O)[O-])cc1,-0.3,-5.0,85.0,0.6,-1.2,84.0,16.5,22.0,6.4
O=S(=O)(NCc1cc(-c2ccc(Cl)cc2)no1)c1ccccc1,3.3,4.0,119.0,-136.8,2.0,119.0,-6.7,10.5,-4.4

# Compound activity deposited in PubChem by several laboratories.
